D2 potentiator: positive allosteric modulators of human D2 dopamine receptor; 0.34% of 340,000 active; P14416; HEK293 T-REx D2, calcium flux, EC20 dopamine potentiation; AID 485347; potentiation, % at 10 µM;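 active means potentiation over 3 SD above the plate norm, cut at about 30% in these data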; further: 0% is about no effect
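Tetracycline-induced HEK293 T-REx cells force-coupled to calcium signalling expressed D2; compounds were pin-added after a 10 s baseline, read kinetically 180 s, then an EC20 dopamine challenge followed with a further 180 s calcium read.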
D1 antag: human D1 dopamine receptor antagonism; P21728; HEK293 TREx D1 cells, calcium flux, dopamine EC80; stronger effect = lower value; activity change, negative = inhibition, % at 10 µM; 3.2% of 360,000 active; AID 504652; in the data active means activity change below about -30%; further: on the % scale 0 is the no-effect control and ±100 the full control effect
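Tetracycline-induced HEK293 T-REx cells with force-coupled D1 receptor were loaded with a no-wash calcium dye. Compound was added after a 10 s baseline and read kinetically for 180 s; EC80 dopamine was then added and calcium flux followed another 180 s.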
Vif-A3G inh: blocks the Vif interaction with human APOBEC3G; 0.076% of 410,000 active; AID 602310; HeLa A3G-eYFP + Vif (tagged APOBEC3G with the HIV-1 protein that degrades it), YFP fluorescence, overnight; Potency, µM (doses to about 46.1 µM), without a hit: at the highest dose activity, negative = active, usual class: inhibitors;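 further: potency means the concentration at half of the fitted maximal effect; on the % scale 0 is the no-effect control and ±100 the full control effect; nearly all actives have a fitted effect of over 60% in size; hits raise eYFP signal because A3G escapes Vif-driven loss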
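HeLa cells stably expressing Vif and C-terminally eYFP-tagged A3G, seeded overnight at 37 deg C, then exposed to compound by pintool overnight at 37 deg C. Rise in yellow fluorescence (Ex 488/Em 500-530, Acumen) marks blocked Vif-driven A3G degradation.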
Glioma ERSR ind: inducers of ER stress response in human glioma cells; U87-MG GRP78 promoter luciferase reporter, 16 h; Potency, µM, without a hit: top-dose activation, most hits filed as activators; 0.02% of 420,000 active; AID 602332; further: potency means the concentration at half of the fitted maximal effect; series mostly up to about 76 µM; % of control where 0% means no effect; nearly all actives have a fitted effect of over 35% in size
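Stably transfected U87-MG glioma cells carrying a GRP78-based luciferase sensor; 16 h compound incubation. Luminescence end-point read 10 min after Bright-Glo addition at room temperature.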
D1 potentiator: potentiators of human D1 dopamine receptor; 0.036% of 360,000 active; HEK293 TREx D1 cells, calcium flux, dopamine EC20 potentiation; P21728; potentiation, % at 10 µM; AID 504651; in the data active means potentiation above about 30%; further: 0% is about no effect
RXFP1 antagonist: RXFP1 (human) relaxin receptor antagonism | HEK293-RXFP1, relaxin-stimulated cAMP HTRF, 30 min; stronger effect = lower value | activity change, negative = inhibition, % at 57.5 µM | 0.59% of 350,000 active | AID 1259400;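 active means activity change of -60% or lower, but not beyond a set lower limit; inconclusive means change between -60% and -40%, or beyond the set limit; inactive means change above -40%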; further: on the % scale 0 is the no-effect control and ±100 the full control effect
Target sequence (Q9HBX9 whole entry, looked up): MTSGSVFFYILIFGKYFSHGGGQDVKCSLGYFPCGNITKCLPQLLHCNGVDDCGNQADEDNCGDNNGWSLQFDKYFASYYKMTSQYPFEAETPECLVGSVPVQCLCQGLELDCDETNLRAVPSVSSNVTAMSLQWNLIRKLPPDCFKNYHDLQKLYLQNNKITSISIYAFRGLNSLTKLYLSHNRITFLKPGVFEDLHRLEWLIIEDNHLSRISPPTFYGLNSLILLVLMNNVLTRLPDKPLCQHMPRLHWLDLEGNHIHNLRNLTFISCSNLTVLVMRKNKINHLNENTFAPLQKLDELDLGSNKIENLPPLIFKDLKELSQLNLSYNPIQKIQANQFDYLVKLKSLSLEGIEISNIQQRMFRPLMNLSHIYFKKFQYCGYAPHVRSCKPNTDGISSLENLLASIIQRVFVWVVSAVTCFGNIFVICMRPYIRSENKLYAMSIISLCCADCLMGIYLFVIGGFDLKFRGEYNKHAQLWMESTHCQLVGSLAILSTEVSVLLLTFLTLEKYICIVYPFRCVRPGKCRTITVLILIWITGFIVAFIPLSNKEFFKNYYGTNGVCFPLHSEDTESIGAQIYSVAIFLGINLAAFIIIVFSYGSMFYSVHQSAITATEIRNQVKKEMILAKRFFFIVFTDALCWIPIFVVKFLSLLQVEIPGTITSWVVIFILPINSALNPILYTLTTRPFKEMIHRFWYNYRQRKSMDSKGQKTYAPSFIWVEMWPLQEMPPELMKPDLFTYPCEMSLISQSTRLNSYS
Vif-A3F inh: Vif-A3F binding inhibition; HeLa A3F-eYFP + Vif (tagged APOBEC3F with the HIV-1 protein that degrades it), YFP fluorescence increase; Potency, µM (titrated, usually from 46.1 µM), for the others: top-dose activity, negative = active; 0.2% of 390,000 active; AID 602313; further: potency means the concentration at half of the fitted maximal effect; % of control where 0% means no effect; nearly all actives have a fitted effect of over 65% in size
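HeLa cells stably expressing A3F-eYFP plus Vif, plated and incubated overnight at 37 deg C, then exposed to compounds overnight at 37 deg C. Blocked degradation read as raised yellow fluorescence (Ex 488/Em 500-530).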
RXFP1 ag: activates the human relaxin receptor RXFP1 | Q9HBX9 | HEK293T-RXFP1 cAMP TR-FRET, 30 min; response scale: percent of porcine relaxin response, buffer zero | Potency, µM (top dose mostly 57.5 µM), for inactives: at the highest dose activation, most hits filed as activators | 0.3% of 370,000 active | AID 2676; further: potency means the concentration at half of the fitted maximal effect; on the % scale 0 is the no-effect control and ±100 the full control effect; nearly all actives have a fitted effect of over 60% in size; many of its hits are not listed in these tables
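HEK293T cells stably expressing RXFP1 were pretreated with the PDE4 inhibitor Ro 20174, exposed to compounds for 30 min at 37C, lysed, and cAMP was read by TR-FRET. Data normalized to buffer (basal) and 29 nM porcine relaxin (100%).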
D1 agonist: activates the human D1 dopamine receptor; HEK293 T-REx D1 cells, calcium flux, agonist mode; activation, % at 2 µM; 1% of 360,000 active; AID 504660; in the data active means activation above about 30%; further: 0% is about no effect
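Tetracycline-induced HEK293 TREx D1 cells, force-coupled to calcium signalling, were dye-loaded with a no-wash calcium kit. Compound was pin-added after a 10 s baseline. Fluorescence was read kinetically at 1 cycle/s for 180 s, with calcium rises flagged as agonism.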
* = called active by the depositor; u = inconclusive; x = not tested or not shown; & = joins results of further samples. Unless noted, the call rests on the fitted dose curve; in most records, active means well fitted curve in the direction sought with a large enough effect; inconclusive means small, poorly fitted or top-dose-only effect, or another doubt; inactive means no such curve, though single readings can be large; an effect the other way counts as inactive or inconclusive.

The line under a structure holds: D2 potentiator	D1 antag	Vif-A3G inh	Glioma ERSR ind	D1 potentiator	RXFP1 antagonist	Vif-A3F inh	RXFP1 ag	D1 agonist
[1] O=C(NCCCN1CCN(c2ccc(F)cc2)CC1)NC12CC3CC(CC(C3)C1)C2
    -30	1	2%	-5%	-8	-17	-1%	1.7%	14
[2] CCOC(=O)C1CCN(C(=O)c2ccc(NS(=O)(=O)c3ccc4[nH]c(=O)[nH]c4c3)cc2)CC1
    x	x	0%	-5%	x	11	9%	x	x
[3] CCCCOC(=O)Nc1cccc(Cl)c1C
    -5	2	2%	1%	-4	-6	1%	4.2%	3
[4] O=C(NNC(=O)C1CCC(C(=O)NNC(=O)c2cccs2)CC1)c1cccs1 (configuration not stated)
    2	-15	-1%	-8%	-2	39	-2%	3.8%	2
[5] CCOc1ccc(C2c3c(oc4ccc(C)cc4c3=O)C(=O)N2c2nc(C)c(C)s2)cc1OC (configuration not stated)
    3	14	-4%	-3%	-1	-10	3%	6.1%	-1
[6] Cc1ccc(C)c(CS(=O)(=O)c2cn(CC(=O)N(C(C)C)C(C)C)c3ccccc23)c1
    -4	9	0%	-2%	-1	-22	-18%	0.0%	4
[7] CCN(CC)c1ccc(NC(=O)c2ccc(=O)[nH]c2)cc1S(=O)(=O)Nc1ccccc1OC
    -1	5	u	-4%	-1	-7	-5%	-1.0%	7
[8] Cc1ccc(OCCSc2nc3ccc(NC(=O)c4ccco4)cc3s2)cc1
    -1	-3	3%	-2%	-1	x	0%	-4.1%	11
[9] N#CCCN(C(=O)COC(=O)C1CCN(S(=O)(=O)c2ccccc2C(F)(F)F)CC1)c1ccccc1
    x	x	0%	-1%	x	1	4%	x	x
[10] CCn1cc(S(=O)(=O)c2ccccc2)c(=O)c2cc(C)ccc21
    6	14	-3%	-3%	-1	-2	-2%	-1.0%	3
[11] Cc1cccc(N(CC(=O)NC(C)(C)C)C(=O)CNC(=O)c2cccs2)c1C
    10	9	2%	1%	3	-2	-26%	0.0%	1
[12] CC(=O)N/C(=C/c1ccc(Cl)cc1)C(=O)NCCc1c[nH]c2ccccc12
    2	-11	-4%	-5%	-8	-9	6%	-4.3%	1
[13] C#CCN(C[C@@H]1[C@@H](OC(=O)NCc2ccco2)[C@@H](OC(=O)NCc2ccco2)CN(C(=O)OC(C)C)N1C(=O)OC(C)C)S(=O)(=O)c1ccc(C)cc1
    x	x	5%	2%	x	-3	0%	x	x
[14] CCC(C)(C)NC(=O)CN(C(=O)CCC(=O)Nc1nccs1)c1ccc2c(c1)OCO2
    x	2	-3%	0%	-2	-2	-6%	2.2%	0
[15] CCOc1cc(/C=N/O)cc(Cl)c1OC
    -3	1	-7%	-5%	-2	-14	-1%	4.1%	1
[16] COc1ccc(NC(=O)CCC(=O)N/N=C/c2ccc([N+](=O)[O-])s2)cc1
    3	-4	u	17%	-8	x	-26%	3.2%	1
[17] COc1ccc(NC(=O)CN(C)C(=O)C(CCSC)NC(=O)c2ccccc2)cc1 (configuration not stated)
    -13	-22	-1%	-2%	4	13	3%	0.8%	0
[18] Cc1ccc(C(=O)CNc2ccccc2C)cc1
    4	-1	-6%	2%	1	x	-6%	1.5%	0
[19] CCc1cccc(NS(=O)(=O)c2ccc3c(c2)n(C)c(=O)n3C)c1
    -9	-6	-2%	-6%	3	-2	0%	0.0%	14
[20] CCN=C(NCC)SC1CC(=O)N(c2cccc(OC)c2)C1=O (configuration not stated)
    -5	-1	1%	-3%	-4	-27	3%	0.3%	4
[21] CC(=O)N1CCc2cc(Br)cc(S(=O)(=O)N3CCN(c4cc(C)ccc4C)CC3)c21
    15	43	2%	1%	0	-5	3%	-3.1%	7
[22] COc1ccc(-c2cc(-c3ccccc3)n3ncnc3n2)cc1
    x	3	1%	1%	-3	-10	2%	2.7%	2
[23] O=C(c1cc(-c2ccc(F)cc2)on1)N1CCOCC1
    -4	-7	0%	-9%	-5	5	10%	-1.2%	3
[24] Cc1cccn2c(=O)c3cc(C(=O)NCCN4CCOCC4)c(=N)n(Cc4ccc(F)cc4)c3nc12
    2	-3	7%	-4%	4	-23	2%	14%	0
[25] O=C(NC1CCCC1)c1cccc2c1C(=O)c1ccc(/C=C/c3ccccc3)cc1S2(=O)=O
    -1	x	-1%	13%	-2	x	u	4.7%	12
[26] CC1(C)CC2CC(C)(CN2S(=O)(=O)c2ccc(C(=O)Nc3ccc(Cl)c(S(=O)(=O)N4CCOCC4)c3)cc2)C1 (configuration not stated)
    0	-9	1%	-2%	-6	-9	1%	2.3%	3
[27] FC(F)(F)c1ccc(Sc2n[nH]c(C(F)(F)F)n2)nc1
    1	2	2%	-4%	-13	-8	-6%	1.3%	6
[28] Cc1nc2c(C(=O)NCCC(C)C)c[nH]n2c(=O)c1Cl
    -9	7	-3%	-1%	0	-14	11%	2.1%	2
[29] C=C(C)CN(CC)C(=O)CSc1ccc(S(=O)(=O)N2CCN(C)CC2)cn1
    -15	-2	0%	-3%	0	-17	3%	0.9%	0
[30] CN(C)S(=O)(=O)c1ccc2oc(SCC(=O)NCC(F)(F)F)nc2c1
    10	9	0%	-2%	2	-4	-8%	0.2%	1
[31] CC1CC(=O)C2=C(C1)Nc1ccccc1N(C(=O)COc1ccccc1)C2c1ccco1 (configuration not stated)
    21	8	0%	-3%	-2	-11	x	1.9%	1
[32] COc1ccc(S(=O)(=O)N2CCN(C(=O)c3cc4c(s3)CCCC4)CC2)cc1
    -2	-5	0%	-4%	-4	3	10%	0.7%	10
[33] CC(C)Cn1cc(NC(=O)NCc2ccc(Cl)cc2)c2ccccc2c1=O
    -6	4	-2%	-6%	-5	x	1%	8.3%	0
[34] Cc1noc(C)c1S(=O)(=O)N(CC(=O)Nc1ccc(C(F)(F)F)cc1)c1ccc(C(C)C)cc1
    8	-21	1%	-1%	0	x	1%	3.4%	6
[35] COc1ccc(Br)c(C(=O)OCC(=O)NC2CC2)c1
    3	8	0%	-3%	3	4	-20%	0.1%	6
[36] CCOC(=O)c1cc(S(=O)(=O)NCc2ccccc2)[nH]n1
    17	2	2%	-3%	5	-4	-7%	0.3%	0
[37] COc1cc(C(=O)OC(C)CN2CCCCC2)cc(OC)c1OC (configuration not stated)
    -11	6	0%	-5%	-2	1	0%	0.5%	1
[38] O=C(N1CCOCC1)N1CCN(S(=O)(=O)N2CCCCC2)CC1
    -5	3	-2%	-2%	0	-8	-15%	0.3%	3
[39] CC(=O)Nc1ccc(S(=O)(=O)NCCC(=O)OCCN2C(=O)c3ccccc3C2=O)cc1
    3	0	1%	-3%	-4	-16	-4%	0.1%	4
[40] O=C(CN1CCN(Cc2ccc(Cl)cc2)CC1)N/N=C/c1ccccc1F
    0	-23	3%	-2%	-1	-4	-14%	4.7%	5
[41] CC12CCC3C(=CCc4cc(O)ccc43)C1CC(=NO)C2O (configuration not stated)
    x	x	-4%	-2%	x	-7	1%	x	x
[42] CCc1ccc(-c2cc(N)n(-c3ccccc3)n2)cc1
    -2	10	-1%	5%	-2	-7	0%	0.3%	4
[43] N=C1CCC(=N)c2c1c(O)c1ccccc1c2O
    0	-12	3%	10%	4	-23	-17%	-3.0%	6
[44] CC(=O)N1CCN(CC(=O)Nc2cccc(S(=O)(=O)N3CCCCC3)c2)CC1
    x	x	-1%	-2%	x	-7	6%	x	x
[45] CNS(=O)(=O)c1cccc(C(=O)OCC(=O)c2cc(C)n(CC3CCCO3)c2C)c1 (configuration not stated)
    -5	-13	-1%	-9%	1	-20	-9%	-2.7%	12
[46] CC(C)=CCCC1(C)C=Cc2c(c(C)cc3c2[nH]c2cc(O)ccc23)O1 (configuration not stated)
    -4	6	-1%	-10%	-5	x	7%	0.0%	1
[47] CC1CCCCC1NC(=O)c1ccc2c(c1)[nH]c(=O)n2C1CCCC1 (configuration not stated)
    3	-15	-4%	-6%	-5	-7	0%	2.1%	3
[48] COc1ccccc1C(=O)N1CCN(CCNC(=O)C(=O)Nc2ccc(Br)c(C)c2)CC1
    0	-2	0%	-2%	2	1	1%	-0.1%	10
[49] Cc1cc2oc(C(=O)Nc3ccc(S(N)(=O)=O)cc3)c(C)c2cc1Cl
    -26	3	-14%	-4%	8	-1	16%	18%	2
[50] Nc1cccc(C(=O)O)c1
    -6	3	-4%	-5%	-1	x	5%	-0.2%	0

(list continues)
The line under a structure holds: D2 potentiator	D1 antag	Vif-A3G inh	Glioma ERSR ind	D1 potentiator	RXFP1 antagonist	Vif-A3F inh	RXFP1 ag	D1 agonist
[51] CCOc1ccc(CCNC(=O)CCN2N=C(c3ccc(OC)cc3)CCC2=O)cc1OCC
    2	-18	1%	-3%	-7	10	-9%	0.2%	-1
[52] CC(C)(C)[C@H]1CCC(=O)N([C@H](CSc2ccccc2)Cc2ccccc2)CC1
    -18	-6	-6%&-7%	-1%&-1%	3	x	u	2.8%	5
[53] CCCCc1nn2c(=O)cc(COC(=O)c3cccc(NC(=O)c4cccs4)c3)nc2s1
    3	1	-1%	-6%	1	-7	2%	2.5%	0
[54] CN(Cc1ccccc1)C(=O)c1[nH]cnc1C(=O)Nc1ccccc1F
    x	x	4%	1%	x	7	-7%	x	x
[55] Cc1nc2ncnn2c(C)c1CCC(=O)N1CCOCC1
    7	-9	3%	-1%	-3	18	13%	3.8%	0
[56] CC(C)CC(=O)NC(=S)Nc1ccc(S(=O)(=O)N2CCN(C)CC2)cc1
    0	25	0%	0%	-4	-5	-3%	0.1%	3
[57] O=C(Nc1ncc2c(n1)CC(c1ccccc1)CC2=O)c1ccco1 (configuration not stated)
    0	5	0%	-4%	-3	0	-3%	0.5%	0
[58] O=S(=O)(c1ccc(Cl)nc1)N1CCN(Cc2ccc3c(c2)OCO3)CC1
    0	-20	5%	-1%	-3	-8	5%	-0.5%	4
[59] Cc1cc2cc(CCNC(=O)c3cccs3)c(=O)[nH]c2cc1C
    -2	-2	-17%	12%	-5	x	-2%	3.3%	-4
[60] CC(C)[C@H](NC(=O)N1c2ccccc2NC(=O)[C@@H]1C(C)C)C(=O)N[C@H](Cc1ccccc1)C(=O)O
    -2	-1	0%	-1%	-5	x	-5%	1.9%	3

Screens from PubChem.

The list is partial; the hit share may differ from the screen's.
